# From PubChem
# A350 fluor: qHTS Assay for Spectroscopic Profiling in A350 Spectral Region; Compound autofluorescence, 340/450 nm, Alexa 350 dye-equivalents; active compounds read high; 11% of 59,000 active; max dye-equivalent concentration, M; AID 590, 2007; in the data active means max dye-equivalent concentration above about 10 nM; inconclusive means mostly about 1.1 nM to 9.6 nM
# GFP derepression: qHTS Assay for Epigenetic Modulators; AID 597, 2007; mouse C127i GFP locus derepression, cytometry, 30 h; 0.09% of 68,000 active; Potency, µM (top dose mostly 46.1 µM), for the others: at the top dose GFP derepression (activation); further: % of control where 0% means no effect
#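 Derepression screen: silenced CMV-GFP reporter in murine C127i cells, 30 h compound incubation at 37 C, washed cells imaged by laser-scanning cytometer to enumerate GFP-expressing objects of 20 to 120 um.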
# HBB splice mod: qHTS Assay for Modulators of Hemoglobin Beta Chain Splicing. 0.06% of 65,000 active. Potency, µM (series often up to 46.1 µM), for inactives: top-dose activation, actives largely listed as activators. HBB splicing reporter cell assay, activation; EGFP reporter with mutant IVS2-654 intron; response scale: normalised to 500 nM splice-correcting PNA; further: potency means the concentration at half of the fitted maximal effect; 0% is about no effect
#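 HeLa cells stably expressing EGFP interrupted by mutant beta-globin intron 2 (IVS2-654), 500/well in 2% FCS. Treated with compound for 2 days at 37C. Splicing correction scored as total well GFP intensity (488 nm excitation, 500-520 nm emission); 500 nM antisense PNA served as control.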
# Fluorescein fluor: qHTS Assay for Spectroscopic Profiling in Fluorescein Spectral Region; Compound autofluorescence, 480/540 nm, fluorescein-equivalent; active compounds read high; max fluorescein-equivalent concentration, M; 0.91% of 59,000 active; in the data active means max fluorescein-equivalent concentration above about 10 nM; inconclusive means between about 1.1 nM and that limit
#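 Library compounds, added at multiple concentrations to pH 8.0 Tris buffer (100 mM), incubate 15 min at room temperature before CCD imaging at 480 nm excitation and 540 nm emission.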
# 4MU fluor: qHTS Assay for Spectroscopic Profiling in 4-MU Spectral Region; compound autofluorescence, 340/450 nm, 4-MU equivalents; active compounds read high; max dye-equivalent concentration, M; 11% of 59,000 active; in the data active means max dye-equivalent concentration above about 10 nM; inconclusive means mostly about 1.1 nM to 9.6 nM
#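 Compounds in 100 mM Tris, pH 8.0, sat 15 min at room temperature before fluorescence was read at 340 nm excitation/450 nm emission; a per-plate six-point 4-MU standard curve converted signals to dye-equivalent concentration at each compound concentration.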
# CRE Fsk mod: Cell signaling CRE-BLA (Fsk stim); CHO CRE-bla reporter (cAMP response element driving beta-lactamase), forskolin EC10, beta-lactamase ratio; Potency, µM (highest dose often 38.2 µM), for the others: at the highest dose activity change, negative = inhibition, actives largely listed as activators; 2.5% of 71,000 active; active means well fitted activation curve with a large enough effect in the signal ratio, with a control signal flat, not every such curve was filed as active; inconclusive means small, poorly fitted or top-dose-only effect, or effect the other way, or a change in a side signal; the % refers to the signal ratio; further: potency means the concentration at half of the fitted maximal effect; % of control where 0% means no effect
#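 The 460nm/530nm emission ratio after CCF4 loading defined %Activity, from which AC50 values were obtained. CRE-bla CHO cells received compound dilution series together with an EC10 level of NKH 477 for 3 hours at 37 degrees Celsius.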
# ERK AVP block: qHTS Assay for Inhibitors of the ERK Signaling Pathway using a Homogeneous Screening Assay; HEK293-V1b, vasopressin-stimulated pERK AlphaScreen; Potency, µM (titrated, usually from 57.5 µM), without a hit: top-dose activity, negative = inhibition, hits mostly inhibitors; 0.99% of 72,000 active; AID 995, 2007; further: potency means the concentration at half of the fitted maximal effect; on the % scale 0 is the no-effect control and ±100 the full control effect; nearly all actives have a fitted effect of over 55% in size
#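 V1b-HEK293 cells; cpd 30 min 37C; 25 nM vasopressin 5 min; lyse 10 min; AlphaScreen beads 5 hr RT. Normalized to DMSO basal and 25 nM vasopressin; AC50 by Hill fit.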
# FLuc inh: qHTS Assay for Inhibitors of Firefly Luciferase; 2.2% of 72,000 active; purified firefly luciferase, luminescence, 8 min; Luciferin 4-monooxygenase (Photinus pyralis), P08659; Potency, µM (doses to about 57.1 µM), for the others: top-dose activity change, negative = inhibition, hits mostly inhibitors; further: potency means the concentration at half of the fitted maximal effect; on the % scale 0 is the no-effect control and ±100 the full control effect; nearly all actives have a fitted effect of over 40% in size
# Target sequence (P08659 whole entry, looked up): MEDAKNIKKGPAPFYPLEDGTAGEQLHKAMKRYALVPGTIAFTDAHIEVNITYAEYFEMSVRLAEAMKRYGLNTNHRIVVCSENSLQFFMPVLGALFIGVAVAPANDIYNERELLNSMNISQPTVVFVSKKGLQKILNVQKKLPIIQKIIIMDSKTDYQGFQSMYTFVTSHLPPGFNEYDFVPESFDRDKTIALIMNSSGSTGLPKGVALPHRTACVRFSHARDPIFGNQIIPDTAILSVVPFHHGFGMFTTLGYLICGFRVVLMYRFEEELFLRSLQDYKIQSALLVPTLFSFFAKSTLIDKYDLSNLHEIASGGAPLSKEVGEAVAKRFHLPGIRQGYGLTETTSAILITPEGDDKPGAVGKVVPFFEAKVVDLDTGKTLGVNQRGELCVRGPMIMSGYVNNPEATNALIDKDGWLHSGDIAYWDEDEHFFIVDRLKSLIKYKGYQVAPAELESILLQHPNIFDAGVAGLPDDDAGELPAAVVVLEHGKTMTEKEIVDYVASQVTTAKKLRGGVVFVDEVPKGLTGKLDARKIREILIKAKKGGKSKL
#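 Titration-based qHTS; buffer 50 mM imidazole pH 7.2, 50 mM KCl, 7 mM MgCl2, 10 uM ATP, 0.01% Tween 20, 0.05% BSA; luciferase/luciferin detector mix added after compound; 8 min, ambient; luminescence.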
# TexasRed autofl: qHTS Assay for Spectroscopic Profiling in Texas Red Spectral Region. AID 587, 2007. max dye-equivalent concentration, M. Compound fluorescence, Texas Red channel, 547/618 nm; active compounds read high. 0.06% of 59,000 active; in the data active means max dye-equivalent concentration above about 10 nM; inconclusive means between about 1.1 nM and that limit
#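 Compound titrations in 100 mM Tris pH 8.0 were incubated 15 min at room temperature and read at 547 nm excitation / 618 nm emission. Texas Red six-point standard curve on each plate converted fluorescence to dye-equivalent concentration.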
# Hsp90 Hop PPI: qHTS Assay for Disrupters of an Hsp90 Co-Chaperone Interaction; AID 595, 2007; Potency, µM (highest dose often 57 µM), for the others: at the highest dose activity change, negative = inhibition; Hsp90 C-terminal peptide / TPR2A (Hop) interaction, human; 0.44% of 71,000 active; AlphaScreen TPR2A-His6 binding biotin-Hsp90 C-terminal peptide; active means well fitted curve in either direction with a large enough effect; inconclusive means small, poorly fitted or top-dose-only effect, or another doubt; further: potency means the concentration at half of the fitted maximal effect; on the % scale 0 is the no-effect control and ±100 the full control effect; many of its hits are not listed in these tables
# UbGFP stabilizer: Ubiquitin-GFP Assay; Ubiquitin-GFP reporter cells, proteasome inhibition, GFP fluorescence; response scale: untreated = 0%, 10 µM MG-132 = 100%; Potency, µM (titrated, usually from 45.9 µM), without a hit: top-dose activation (GFP accumulation), actives largely listed as activators; 67,000 tested, under 10 active; AID 526, 2006; active means well fitted activation curve with a large enough effect, not every such curve was filed as active; inconclusive means small, poorly fitted or top-dose-only effect, or another doubt; inactive means no such curve, though single readings can be large or run the other way; further: potency means the concentration at half of the fitted maximal effect
#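 Reporter cells (U2OS, ubiquitin-G76V-GFP fusion) are plated overnight, then treated 4 hr at 37 °C with compound titrations from 46 uM down to 2.9 nM. Activity is scaled against untreated cells and 10 uM MG-132.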
# Active calls of the source: *; i = inactive; u = inconclusive; x = not tested or not shown; [ ] = dose if it differs, or a comment. Unless noted, the call rests on the fitted dose curve; in most records, active means well fitted curve in the direction sought with a large enough effect; inconclusive means small, poorly fitted or top-dose-only effect, or another doubt; inactive means no such curve, though single readings can be large; an effect the other way counts as inactive or inconclusive.
entry	compound	A350 fluor	GFP derepression	HBB splice mod	Fluorescein fluor	4MU fluor	CRE Fsk mod
1	Cc1cc(C(=O)N2CCc3ccccc32)c2ccccc2n1	i	2%	0.1%[57.5 µM]	u	i	-4%
2	COc1ccc(N(C(=O)c2ccccc2OC)C2C=CS(=O)(=O)C2)c(OC)c1 (stereo unspecified)	i	0%	-0.1%	i	i	-4%
3	CCCn1c(=O)[nH]c(=O)c2c1nc(-c1ccc3c(c1)OCCO3)n2CCN1CCOCC1	i	-2%	0.4%	i	i	4µM*
4	O=C1c2ccccc2C(=O)C1c1ccncc1	x	-2%	0.1%	x	x	u
5	O=C(Nc1ccccc1)c1cccc(-c2nnc(-c3ccccc3)o2)c1	i	0%	0.9%	i	i	7%
6	COc1ccc(CCNC(=O)c2ccc3c(=O)n(Cc4ccco4)c(=S)[nH]c3c2)cc1OC	i	1%	-3.8%	i	i	23%
7	COc1ccc(N2CCN(c3oc(COc4ccc(Cl)cc4)nc3C#N)CC2)cc1	i	16%[20.6 µM]	x	u	i	x
8	O=S(=O)(Cc1ccc(Cl)cc1)N1CCN(Cc2ccccc2)CC1	i	3%	0.7%	i	i	-4%
9	Cc1ccccc1Nc1nc(N)nc(COC(=O)CCS(=O)(=O)c2ccccc2)n1	i	2%	0.4%	i	i	15%
10	O=C(NCc1ccco1)C1CCCN(S(=O)(=O)c2cnc[nH]2)C1 (stereo unspecified)	x	x	-0.9%	x	x	-1%
11	CCCCCCC1C(C#N)=C(N)OC2=C1C(=O)CC(C)(C)C2 (stereo unspecified)	x	x	-0.3%	x	x	10µM*
12	CN(C(=O)c1ccccc1Cl)C1CCCCC1	i	0%	0.3%	u	i	5%

entry	ERK AVP block	FLuc inh	TexasRed autofl	Hsp90 Hop PPI	UbGFP stabilizer
1	-24%	1%	i	-9%	-2%
2	-9%	0%	i	4%	-8%
3	6%	-1%	i	-3%	0%
4	-20%	7.9µM*	x	-8%	4%
5	-18%	1%	i	-2%	-1%
6	-7%	-1%	u	-5%	3%
7	x	2%[25.5 µM]	i	x	x
8	-7%	2%	i	-1%	0%
9	-25%	1%	u	-22%	-3%
10	12%	1%	x	-4%[2.3 µM]	-3%
11	x	1%	x	2%	-6%
12	-10%	-2%	u	0%	-11%

# (list continues)
entry	compound	A350 fluor	GFP derepression	HBB splice mod	Fluorescein fluor	4MU fluor	CRE Fsk mod
13	Nc1ccc2oc(CCc3ccccc3)nc2c1	u	-1%	-0.8%	i	u	u
14	Fc1ccccc1N1CCN(C(c2ccccn2)c2nnnn2C2CCCCC2)CC1 (stereo unspecified)	i	-1%	-0.2%[57.5 µM]	i	i	-11%
15	Cn1cccc1Cc1nnc(SCC(=O)NC2CCCCC2)n1CCc1ccccc1	x	-3%	-0.4%	x	x	-19%
16	O=C(Cn1nc(Cc2ccncc2)c2ccccc2c1=O)N1CCN(C(=O)c2ccco2)CC1	x	x	-0.9%	x	x	-3%
17	O=C(CCNS(=O)(=O)c1cccc2nsnc12)N1CCN(c2ccccn2)CC1	i	8%	0.6%	i	i	14%
18	Cc1ccc(C)c(-n2c(CNc3ccc(F)cc3)nnc2SCC(N)=O)c1	i	1%	x	i	i	-7%
19	COc1ccc(C2C(C(C)=O)=C(C)N=c3s/c(=C\c4ccco4)c(=O)n32)c(OC)c1 (stereo unspecified)	x	2%	-3.9%	x	x	u
20	CC(C)(CO)NS(=O)(=O)c1ccc2c(c1)oc(=O)c1cc(S(=O)(=O)NC(C)(C)CO)ccc12	u	0%	-2.1%	i	i	5%
21	CC(C)(O)C#Cc1ccc(C(=O)N2CCC(C(N)=O)(N3CCCCC3)CC2)cc1	u	0%	0.8%	u	u	4%
22	CCCNS(=O)(=O)c1ccc(CCC(=O)N2CCOCC2)cc1	i	2%	0.3%[57.5 µM]	u	i	-6%
23	CCOC(=O)N1CCC(N(CCCOC)C(=O)Nc2ccc(CC)cc2)CC1	i	-2%	-3.8%	i	i	-8%
24	Cc1c(CN2CCCCC2C)c(=O)n(-c2ccccc2)n1C (stereo unspecified)	x	-4%	-0.6%[0.0738 µM]	x	x	u

entry	ERK AVP block	FLuc inh	TexasRed autofl	Hsp90 Hop PPI	UbGFP stabilizer
13	-13%	-28%	i	-2%	-5%
14	5%	1%	u	-9%	2%
15	u	0%	x	-12%	-9%
16	-18%	-8%	x	-2%[2.3 µM]	4%
17	15%	0%	u	-1%	11%
18	-27%	2%	i	-2%	0%
19	-23%	0%	x	u	19%
20	-6%	-1%	i	-14%	-4%
21	12%	0%	u	-4%	-5%
22	5%	2%	i	0%	2%
23	6%	1%	i	2%	2%
24	-11%	2%	x	-3%[11 µM]	0%[9.17 µM]

# Continued.
entry	compound	A350 fluor	GFP derepression	HBB splice mod	Fluorescein fluor	4MU fluor	CRE Fsk mod
25	Cc1ccc(CNC(=O)c2oc3ccc(S(=O)(=O)N4CCC5(CC4)OCCO5)cc3c2C)cc1	i	8%	-1.1%	i	i	-2%
26	CC(NC(=O)c1cccs1)C(c1cccs1)N1CCOCC1 (stereo unspecified)	i	-2%	3.4%[0.369 µM]	u	i	-3%
27	CCOC(=O)c1cnc(SCC(=O)Nc2ccccc2N2CCOCC2)nc1N	i	3%	-1.0%	i	i	9%
28	O=C(O)CCCCCN1C(=O)CSC1=S	i	2%	0.3%[57.5 µM]	i	i	-5%
29	O=C(NCc1ccccc1)C1CC2CCCC(C1)C2=O (stereo unspecified)	i	0%	-0.4%	i	i	4%
30	CCCC(CCC(=O)NC1CCCCC1)C(=O)O (stereo unspecified)	i	0%	0.0%	i	i	-1%
31	Cc1ccc(C(=O)Nc2nccs2)cc1S(=O)(=O)N1CCCCC1	i	0%	-2.7%	i	i	u
32	Cc1cc(C)nc(N(C#N)Cc2ccc(Br)cc2)n1	i	2%	-0.3%	i	i	-11%
33	Cc1cc(=O)[nH]c(SCC2COC3(CCCCC3)O2)n1 (stereo unspecified)	x	2%	0.0%	x	x	2%
34	CCOC(=O)Nc1ccc(S(=O)(=O)Nn2cnnc2)cc1	x	-2%	0.1%[9.22 µM]	x	x	4%
35	COC(=O)C1C(=O)NCC1c1ccccc1 (stereo unspecified)	u	0%[20.6 µM]	x	u	u	x
36	O=C1CSC(c2nn(-c3ccccc3)cc2-c2cc3ccccc3oc2=O)N1Cc1ccco1 (stereo unspecified)	5.2e-07M*	-2%	0.0%[57.5 µM]	u	6.7e-07M*	3%
37	CN(CCCC(=O)NCc1ccco1)S(=O)(=O)c1ccccc1	i	6%	0.6%	i	i	-1%

entry	ERK AVP block	FLuc inh	TexasRed autofl	Hsp90 Hop PPI	UbGFP stabilizer
25	-14%	1%	i	-5%	1%
26	-4%	-2%	i	-4%	x
27	-27%	6%	i	-4%	-1%
28	-6%	4%	i	-2%	-2%
29	-18%	1%	i	1%	-7%
30	5%	4%	i	-4%	9%
31	u	-2%	i	-10%	-10%
32	35%[activator]	1%	i	14%	2%
33	-15%	1%	x	-1%	16%
34	20%	4%	x	0%	-7%
35	x	-2%[25.5 µM]	i	x	x
36	-5%	-5%	i	2%	-5%
37	-4%	4%	i	-6%	14%

# Reformatted field by field: 3 of the compounds above.
24: Cc1c(CN2CCCCC2C)c(=O)n(-c2ccccc2)n1C (stereo unspecified)
  A350 fluor: x | GFP derepression: -4% | HBB splice mod: -0.6%[0.0738 µM] | Fluorescein fluor: x | 4MU fluor: x | CRE Fsk mod: u | ERK AVP block: -11% | FLuc inh: 2% | TexasRed autofl: x | Hsp90 Hop PPI: -3%[11 µM] | UbGFP stabilizer: 0%[9.17 µM]
31: Cc1ccc(C(=O)Nc2nccs2)cc1S(=O)(=O)N1CCCCC1
  A350 fluor: i | GFP derepression: 0% | HBB splice mod: -2.7% | Fluorescein fluor: i | 4MU fluor: i | CRE Fsk mod: u | ERK AVP block: u | FLuc inh: -2% | TexasRed autofl: i | Hsp90 Hop PPI: -10% | UbGFP stabilizer: -10%
33: Cc1cc(=O)[nH]c(SCC2COC3(CCCCC3)O2)n1 (stereo unspecified)
  A350 fluor: x | GFP derepression: 2% | HBB splice mod: 0.0% | Fluorescein fluor: x | 4MU fluor: x | CRE Fsk mod: 2% | ERK AVP block: -15% | FLuc inh: 1% | TexasRed autofl: x | Hsp90 Hop PPI: -1% | UbGFP stabilizer: 16%

# Only part of the results is shown. The share of hits here may be higher or lower than overall.
